PMI inhibition: human PMI inhibitors, high substrate, primary screen, biochemical, fluorescence intensity, high mannose 6-phosphate (AID 1220) | recombinant PMI enzyme, coupled fluorescence intensity; higher % means a stronger effect | hit rate 0.66% among 190,000 | one-dose inhibition, % at 20 µM; IC50 in µM for titrated hits
Hep lipid drop: modulators of hepatic lipid droplet formation | AML12 mouse hepatocytes, oleate lipid droplets, BODIPY imaging | inhibition, % at 6.5 µM | hit rate 0.4% among 240,000 | AID 1656;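 active = lipid droplet intensity inhibited by at least 50%, with more than 500 cells counted; inconclusive = wells with under 300 cells, treated as cytotoxic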
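Material: mouse AML12 hepatocyte cell line, fixed after treatment; Timing: compound with oleate, overnight; Technique: high-content imaging of BODIPY-stained droplets and DAPI nuclei; Probe or stimulus: oleate, 100 µM final; Dosing: compound at 6.5 µM only.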
WT yeast gro inh: growth inhibition of WT yeast, mitochondrial fusion screen; hit rate 2.1% among 190,000; AID 1362; inhibition, % at 10 µM; mitochondrial fusion phenotypic screen, WT strain; in the data active = inhibition above about 58%; tested in S. cerevisiae
M1AAP inhibition: P. falciparum M1AAP inhibitors, biochemical, fluorogenic H-Leu-NHMec substrate, 1536-well (AID 1445) | recombinant M1AAP, H-Leu-NHMec fluorogenic kinetic assay; higher % means a stronger effect | inhibition, % at 30 µM, or IC50 in µM where a hit was titrated | hit rate 0.42% among 220,000;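 active = primary inhibition above the hit cutoff, then over 50% inhibition at one or more dose response concentrations, cut at about 23% in these data, passing the limit was not always enough; inconclusive = conflicting primary data, or primary hits not chosen for dose response; inactive = low primary inhibition, or under 50% at every dose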;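 also: plate controls were DMSO full reaction for no effect and no enzyme background for full effect; strong numbers were not always called active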
TNAP activation fold: stimulation of alkaline phosphatase TNAP activity – biochemical, luminescent, no phosphate acceptor, uHTS, primary screen (AID 1001). purified TNAP, luminescent activation assay, no phosphate acceptor; higher activation fold means a stronger effect. one-dose activation fold at 20 µM; EC50 in µM for titrated hits. hit rate 0.03% among 200,000; in the data active = activation fold from about 3, or a potency from the dose series; inactive = the rest, 99 in 100 with activation fold below about 1.6; also: many of its hits are not listed in these tables
ER stress rescue: rescue of cells from ER stress-induced death, primary screen, 384-well, CSM14.1, thapsigargin, ATP luminescence (AID 1222); 190,000 tested, under 10 active; CSM14.1 thapsigargin-induced death rescue, ATP luminescence; higher % means a stronger effect; cellular ATP content (survival), % at 20 µM, or EC50 in µM where a hit was titrated;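 active = EC50 below 50 µM in the dose-response confirmation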;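 also: death triggered by thapsigargin at about 15 µM added after 2 h compound pretreatment; cell ATP read after overnight thapsigargin exposure of roughly 18 to 22 hours; normalized against plate controls of thapsigargin alone and 5% DMSO vehicle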
PMI inhibitors: MPI enzyme activity inhibition – biochemical, fluorescence intensity, coupled assay, primary screen (AID 1209); purified PMI enzyme, coupled fluorescence intensity; higher % means a stronger effect; inhibition, % at 20 µM; hits with a dose series show IC50 in µM; hit rate 0.42% among 190,000;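 also: plate controls were DMSO vehicle for no effect and wells lacking substrate for full effect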
Myeloid diff MLP: myeloid differentiation induction | calls only at 10 µM | hit rate 1% among 360,000 | AID 624256 | ER-HoxA9 myeloid progenitors, lysozyme-GFP differentiation, flow cytometry;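 active = normalized GFP-positive differentiation at or above the plate's own cutoff, the solvent-only control mean plus 3 SD; inconclusive = no clear call, values can overlap the other calls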;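 also: cells exposed to compound for four days before flow analysis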
UTI89 phage lysis: inhibition of K1F phage lysis, E. coli UTI89, bacterial capsule biogenesis inhibitors, alamar blue (AID 488966) | hit rate 0.02% among 340,000 | E. coli UTI89 K1F phage lysis, alamar blue, 2 h; higher % means a stronger effect | one-dose inhibition, % at 100 µM; IC50 in µM for titrated hits;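 active = phage lysis inhibition, versus mean bacterial control, above a set limit; inconclusive = no clear call, values can overlap the other calls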;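 also: capsule biogenesis inhibitors block K1F phage lysis so surviving cells raise fluorescence; higher fluorescence means more inhibition of phage lysis; actives were called in the ten point dose series up to 300 µM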
WT yeast gro inh mutant strain: second read-out of WT yeast gro inh, no call of its own (marks repeat the call); inhibition, %; mitochondrial fusion phenotypic screen, mutant strain inhibition
Hep lipid drop cells 6.5 µM: further read-out of Hep lipid drop, marked with its call; cell count; measured here: cell count, cytotoxicity flag;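 cells counted across two imaged fields per well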
Myeloid diff MLP GFP+ MAC1+ %: further read-out of Myeloid diff MLP, marked with its call; GFP+ MAC1+ double positive, %; measured here: differentiation confirmed by MAC1 staining
The depositor's hits bear a star; i = inactive; ? = inconclusive; · = no result given; + = active, no number; & = joins results of further samples; ! = not confirmed by another sample; [ ] = dose if it differs, or a comment. Rule as the data show it, unless noted: active = inhibition above about 50%; inactive = the rest.

Results follow in this order: PMI inhibition	Hep lipid drop	Hep lipid drop cells 6.5 µM	WT yeast gro inh	WT yeast gro inh mutant strain	M1AAP inhibition	TNAP activation fold	ER stress rescue	PMI inhibitors	Myeloid diff MLP	Myeloid diff MLP GFP+ MAC1+ %	UTI89 phage lysis
COc1ccc(N(CC(=O)NCc2ccco2)S(=O)(=O)c2ccc(C)cc2)cc1
  15%	2	708	-2	-7	2%	1	-1.3%	13%	i	0.2	0.2%
C/C(=N\NC(=O)c1ccc(CSc2cccc3cccnc23)cc1)C1CCCCC1
  1%	-8	724	23	-4	19%	1.1	-1.9%	3%	+	0.9*	1.4%[50 µM]
CC1(C)CC(=O)c2cc(OCC(=O)NCCN3CCCc4ccccc43)ccc2O1
  8%	·	·	0	4	7%	1.1	1.9%	0%	i	7.6	8.4%
COC(=O)N1CN(C(=O)OC)CN(C(=O)OC)C1
  -2%	·	·	-6	1	1%	1	1.3%	-5%	i	0.8	1.4%
COc1ccc(S(=O)(=O)Nc2cccc(C)n2)c2ccccc12
  -4%	0	719	7	-19	3%	1.1	-1.5%	3%	i	0.5	1.2%
O=C(N=Nc1c(O)[nH]c2ccc(Cl)cc12)c1cc(-c2cccs2)nc2ccccc12
  -7%	32	651	-5	-12	-2%	1	-2.8%	-5%	i	1.9	-0.3%[50 µM]
CC(C)Sc1nc(SCC(=O)NCc2ccco2)c2c3c(sc2n1)COC(C)(C)C3
  -6%	·	·	7	-6	-3%	1.1	2.3%	-7%	i	1.1	-0.2%
O=C1CC(c2ccc(OCCCCCOc3ccc(C4CC(=O)NC4=O)cc3)cc2)C(=O)N1 (stereo unspecified)
  7%	-1	663	-2	4	12%	1.4	-2.1%	13%	·	·	0.7%
COc1ccccc1CNC(=O)CCn1c(=O)sc2ccccc21
  -14%	0	684	-7	-6	0%	1.1	2.1%	-17%	i	7.5	0.4%
COCCCn1cc(C(=O)c2cc(OC)ccc2OCC(=O)N2CCCCC2C)cc(C#N)c1=O (stereo unspecified)
  6%	0	693	-11	-16	7%	1.7	-2.6%	5%	i	0.1	-0.8%
Oc1ccc(NC(=S)Nc2ccccc2)cc1
  16%	2&2	759&627	-8	-6	0%&7%	1.1	-0.7%	6%	i	0.4&0.0	0.1%&3.3%
O=C(NC1CC1)C1=C[C@@H](c2ccc(Br)cc2)C[C@@H](OCc2ccc(CO)cc2)O1
  ·	8	796	·	·	7%	·	·	·	i	1.2	2.4%
Cc1nc(S/C(=C/c2ccc(-c3ccc(Cl)cc3)o2)C(=O)O)n[nH]1
  -5%	-2	707	-4	-22	-6%	2.2	0.9%	0%	i	1.1	0.8%
O=C1NC2=C(C(=O)OC2)C(c2ccc(OC(F)(F)F)cc2)N1 (stereo unspecified)
  ·	-4	721	·	·	0%	·	·	·	i	0.3	0.1%
O=C(c1ccccc1-c1nc2ccccc2[nH]1)N1CCOCC1
  -4%	4	803	-4	8	4%	1.1	3.0%	0%	i	0.9	0.3%
Cn1cnnc1SCC(=O)Nc1ncc(C(F)(F)F)cc1Cl
  -15%	-1	654	4	1	-1%	1	-1.4%	-36%	i	0.4	-0.3%
CCn1c(N)[n+](CC(=O)Nc2ccc(SC(F)F)cc2)c2ccccc21
  ·	12	720	·	·	-3%	·	·	·	i	0.6	8.0%
O=C(/C=N/O)NCCN1CCCCC1
  -3%	·	·	59*	18*	5%	1.1	1.4%	-4%	i	1.4	3.2%
O=c1oc2ccccc2c(Nc2ccccc2O)c1[N+](=O)[O-]
  18%	0	732	-2	10	6%	1	0.8%	16%	+	1.7*	-2.3%
Cc1ccc(C)c2[nH]c(=O)c(CN(CCN3CCOCC3)Cc3nnnn3CC3CCCO3)cc12 (stereo unspecified)
  -5%	·	·	-7	-2	8%	1.1	0.8%	-3%	i	0.7	-0.4%
FC(F)Sc1ccc(-n2cc(-c3ccccc3)[n+]3c2CCC3)cc1
  4%	20	567	4	18	1%	1.1	-1.6%	16%	i	1.0	0.7%[50 µM]
O=C(c1cccc(NS(=O)(=O)c2ccc(F)c(F)c2)c1)N1CCN(Cc2ccccc2)CC1
  7%	5	655	-10	-14	4%	1	2.0%	12%	i	0.3	0.6%
CSc1ccccc1NC(=O)Nc1cccc(F)c1
  -7%	-3	680	28	14	8%	1.2	-0.5%	8%	i	0.7	0.6%
CC(=O)Oc1ccc(-c2csc(Nc3ccc(S(N)(=O)=O)cc3)n2)cc1
  ·	2	627	-5	2	6%	1	0.9%	·	i	0.8	1.4%
Cc1nc2ccccc2nc1CSc1nncs1
  -20%	-3	735	-17	-6	5%	1	-1.5%	-18%	i	1.2	0.2%
COc1ccc(C2C(C(=O)OCC(=O)Nc3ccc(C)cc3)CCC(=O)N2c2ccc(OC)cc2)cc1 (stereo unspecified)
  10%	-19	688	-23	-9	24%*	1.2	-0.1%	15%	i	0.7	0.3%
O=C(COc1ccc(Cl)cc1)N1CCN(S(=O)(=O)c2ccc(Cl)cc2)CC1
  -7%	8	823	-16	-7	4%	1.2	0.1%	-5%	i	12	0.5%
CCc1ccc2c(c1)cc(CN(C(=S)Nc1cccc(C)c1)C1CC1)c1nnnn12
  2%	·	·	10	3	5%	1	-1.8%	-2%	i	14	-0.6%[50 µM]
COc1ccc(CN2CC(=O)N(c3ccc(C)c(C)c3)C2=S)cc1OC
  4%	-8	766	10	-9	-1%	1.2	-1.4%	2%	i	0.3	2.1%
COc1ccc(C(=O)C2CCCN(Cc3cccn3-c3ccccn3)C2)cc1F (stereo unspecified)
  -5%	-39	693	9	8	·	1.1	-2.5%	-6%	i	0.4	0.2%

Part of the list above, showing only ER stress rescue, TNAP activation fold and UTI89 phage lysis:
mol	ER stress rescue	TNAP activation fold	UTI89 phage lysis
Cc1nc(S/C(=C/c2ccc(-c3ccc(Cl)cc3)o2)C(=O)O)n[nH]1	0.9%	2.2	0.8%
O=C1NC2=C(C(=O)OC2)C(c2ccc(OC(F)(F)F)cc2)N1 (stereo unspecified)	·	·	0.1%
O=C(c1ccccc1-c1nc2ccccc2[nH]1)N1CCOCC1	3.0%	1.1	0.3%
Cn1cnnc1SCC(=O)Nc1ncc(C(F)(F)F)cc1Cl	-1.4%	1	-0.3%
CCn1c(N)[n+](CC(=O)Nc2ccc(SC(F)F)cc2)c2ccccc21	·	·	8.0%

Quoted at random: two compounds from above.
Results follow in this order: PMI inhibition	Hep lipid drop	Hep lipid drop cells 6.5 µM	WT yeast gro inh	WT yeast gro inh mutant strain	M1AAP inhibition	TNAP activation fold	ER stress rescue	PMI inhibitors	Myeloid diff MLP	Myeloid diff MLP GFP+ MAC1+ %	UTI89 phage lysis
C/C(=N\NC(=O)c1ccc(CSc2cccc3cccnc23)cc1)C1CCCCC1
  1%	-8	724	23	-4	19%	1.1	-1.9%	3%	+	0.9*	1.4%[50 µM]
O=C(NC1CC1)C1=C[C@@H](c2ccc(Br)cc2)C[C@@H](OCc2ccc(CO)cc2)O1
  ·	8	796	·	·	7%	·	·	·	i	1.2	2.4%

Additional compounds:
Results follow in this order: PMI inhibition	Hep lipid drop	Hep lipid drop cells 6.5 µM	WT yeast gro inh	WT yeast gro inh mutant strain	M1AAP inhibition	TNAP activation fold	ER stress rescue	PMI inhibitors	Myeloid diff MLP	Myeloid diff MLP GFP+ MAC1+ %	UTI89 phage lysis
O=C(C1CC1)N1N=C2CCCCC2C1(O)C(F)(F)F (stereo unspecified)
  -3%	18	704	-2	0	5%	1.1	·	-7%	i	0.9	-0.3%
CCOc1[nH]n(-c2ccc(Cl)cc2)c(=O)c1C=Nc1ccc(O)cc1
  22%	·	·	5	0	2%	1	-2.5%	15%	?	·	0.5%
COc1ccc(CCNC(=O)c2ccn[nH]2)cc1OC
  -4%	·	·	-2	-5	2%	1.3	-3.5%	-1%	+	4.5*	-1.0%[50 µM]
COCc1cc(OC)nc(-c2csc(C)n2)n1
  ·	-43	710	·	·	0%	·	·	·	i	0.6	-1.0%
CN1CCN(C(=O)Cn2c(=O)oc3cc(S(=O)(=O)NCc4ccccc4)ccc32)CC1
  6%	·	·	0	4	7%	1	0.8%	9%	i	1.8	-0.3%
COc1ccccc1NC(=S)NC(NC(C)=O)C(Cl)(Cl)Cl (stereo unspecified)
  ·	-12	713	·	·	4%	·	·	·	i	0.2	1.5%
Cc1noc(C)c1COc1ccc(C(=O)OCC(=O)OC(C)(C)C)cc1
  18%	5	668	2	12	4%	1	7.5%	13%	i	0.1	0.0%
CC(=O)c1cccc(NC(=O)C2CCCN2S(=O)(=O)c2cccc3cccnc23)c1 (stereo unspecified)
  2%	·	·	2	-4	12%	1.1	-0.5%	7%	i	1.8	-5.3%
CCN1CCN(C(c2ccccc2)c2nnnn2CCc2ccc(OC)c(OC)c2)CC1 (stereo unspecified)
  -12%	·	·	-3	-6	1%	1.1	-0.3%	-9%	i	0.5	4.0%
COc1cccc(C(=O)Nc2cc(=O)n(C)c(=O)n2C)c1OC
  7%	·	·	-7	-2	8%	1.1	-1.2%	10%	i	2.0	-0.8%
N=C(N)Cc1ccccc1Sc1ccccc1
  -8%	9	632	2	-9	-2%	1.1	1.8%	-4%	i	1.2	1.0%[50 µM]
CC1(C)CC(=O)C(C=NCC(O)c2ccccc2)=C(O)C1 (stereo unspecified)
  8%	-3	767	7	6	3%	1.1	-1.5%	12%	i	1.0	5.5%
CCC(C)NC(=O)CN1C(=O)NC2NC(=O)NC21 (stereo unspecified)
  ·	9	667	·	·	2%	·	·	·	i	0.5	0.6%
C/C=C/C(=O)OCC(=O)Nc1ccc(OC)c(OC)c1
  -28%	9	684	-6	6	7%	1	-1.3%	-33%	i	0.5	0.2%
O=C(NCc1ccccn1)/C(=C/c1ccco1)NC(=O)c1ccccc1
  33%	2	672	0	-12	2%	1.2	1.1%	8%	i	0.4	6.2%
O=C(COC(=O)/C=C/c1ccc(Cl)cc1Cl)Nc1cc(C(F)(F)F)ccc1N1CCOCC1
  30%	8	674	1	9	9%	1	-5.7%	0%	i	0.7	0.4%[50 µM]
CCOc1ccc(-n2c(=S)sc3c(=O)[nH]c(SCC(=O)NCc4ccco4)nc32)cc1
  2%	·	·	-17	19	30%*!	1	-0.6%	1%	i	0.8	5.3%
O=[N+]([O-])c1cccnc1Sc1n[nH]c(-c2ccc(Cl)cc2)n1
  ·	1	680	·	·	30%	·	·	·	i	0.7	i
Cc1ccc(S(=O)(=O)Nc2ccc(NC(=O)c3cccnc3)cc2)cc1
  5%	1	740	-1	7	7%	1	-0.4%	6%	i	0.4	-0.2%

High-throughput results (PubChem BioAssay)

This is a random part of the collection. About 4.6% of those tested had a hit in this group.
